Assay outcomes: PubChem BioAssay, Broad Institute
PAX8 reporter: PAX8 transcriptional activity inhibition; RMG-I TPO-luciferase reporter, SteadyGlo, 24 h; inhibition, % at 12.6 µM; hit rate 1.2% among 360,000; AID 652154;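 active = mean replicate inhibition at least 60% with every replicate also reaching 60%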;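 note: luciferase light reporting Pax8 driven TPO promoter activity; plate controls were median of neutral control wells for no effect and mitoxantrone controls for full effect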
Cneo AK release: causes C. neoformans cell lysis; adenylate kinase release luminescence, 4 h; normalised: neutral wells 0, clomiphene wells 100; hit rate 0.2% among 360,000; lysis activity, % at 15 µM;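 active = mean lysis activity across replicates of at least 80%, whatever share of replicates individually reach that level; inactive = mean lysis activity below 80%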
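Assay system: log-phase C. neoformans yeast / Quantity: yeast cell density of 5 × 10^6 cells/mL / Medium: fresh YPD growth medium / Compound: single dose / Timing: static 4 h at 37 °C with compound, 1 h detection / Measured by: adenylate kinase release luminescence / Read-out: lysis from increased AK signal / Benchmarks: Clomiphene as positive lysis control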
PglD inh: inhibitors of Campylobacter jejuni PglD acetyltransferase; purified PglD enzyme, DTNB colorimetric CoA detection; inhibition, % at 12.5 µM; hit rate 0.098% among 360,000; in the data active = inhibition above about 16%, passing the limit was not always enough; note: strong numbers were not always called active
GSIS activator: primary screen for activators of insulin secretion dependent on glucose, INS-1E cells, GLuc reporter luminescence; hit rate 0.61% among 370,000; INS-1E GLuc reporter insulin secretion, 2-3 h; AID 743287; activation, % at 16.6 µM;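 active = lowest replicate activation of at least 40%, so every replicate reaches that level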;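 note: 0% = median of neutral control wells and 100% = median of IBMX positive control wells; some compounds called inactive have numbers as strong as hits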
PGC1a acetyl inh: modulators of PGC1a acetylation. U2OS PGC1a acetylation, AlphaScreen anti-acetyl-lysine; with virally co-expressed GCN5 acetyltransferase. inhibition, % at 15.6 µM. hit rate 0.17% among 350,000. AID 651687;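 active = every replicate shows inhibition of at least 40%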;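 note: 0% = neutral control wells and 100% = positive control wells; some results beyond the cut were filed as inactive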
Statin myotox sup: suppression of simvastatin myotoxicity; C2C12 myotubes + simvastatin, ATP luminescence, 48 h; scaled: DMSO 0, geranylgeraniol control 100; rescue of ATP level, % at 7.49 µM; hit rate 0.78% among 330,000;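 active = mean ATP rescue above about 67%, or every replicate alone reaching that limit, limit read from the data, passing the limit was not always enough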;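 note: myotubes were challenged with 10 µM simvastatin during compound exposure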
ARNT TACC3 PPI: ARNT/TACC3 interaction disruption; Q9Y6A5; AlphaScreen His-ARNT PAS-B/GST-TACC3 binding, luminescence; TACC3 fragment carries E629A point mutation; inhibition, % at 9.99 µM; hit rate 0.66% among 390,000;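 active = mean inhibition of replicates at least 50% and at least half of replicates each reaching 50%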;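 note: 0% = complete ARNT plus TACC3 wells and 100% = ARNT alone without TACC3; many hits fall short of the cut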
LGR2 antag: blocks bursicon-induced cAMP signaling via Drosophila LGR2. inhibition, % at 9.99 µM. HEK293 LGR2, CRE-luciferase, bursicon-stimulated, 4 h. AID 720647. hit rate 0.35% among 380,000;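 active = drop in luminescence signal, shown as inhibition above about 50% in the replicate tests, limit read from the data, passing the limit was not always enough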;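 note: agonist challenge used bursicon conditioned medium at about half maximal strength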
The depositor's hits bear a star; nt = no result given; & = joins results of further samples.

SMILES	PAX8 reporter	Cneo AK release	PglD inh	GSIS activator	PGC1a acetyl inh	Statin myotox sup	ARNT TACC3 PPI	LGR2 antag
C[C@@H]1CN([C@@H](C)CO)C(=O)Cc2cc(NS(=O)(=O)c3cccs3)ccc2O[C@@H]1CN(C)Cc1ccncc1	-10	51	3	9	2	-45	0	4
O=C(N/N=C/c1cccc(C(F)(F)F)c1)C1CCN(c2ncc(C(F)(F)F)cc2Cl)CC1	nt	-1	-2	nt	9	-45	-1	nt
CCCCCN(C(=O)CCC(=O)OCC(=O)N1CCC(C)CC1)c1c(N)n(CCCC)c(=O)[nH]c1=O	10	0	-4	-1	-3	8	-4	-16
O=C(CSc1ncc(-c2ccc(F)cc2)n1Cc1ccco1)Nc1nccs1	2	2	0	nt	-5	-1	2	nt
C[C@@H]1CN([C@H](C)CO)S(=O)(=O)c2ccc(C3=CCCC3)cc2O[C@H]1CN(C)C(=O)Cc1ccncc1	-11	0	3	14	5	-18	0	-25
O=C(CSc1nnc(NC2CCCCC2)s1)Nc1ccc(N2CCOCC2)cc1	nt	-5	1	3	-15	8	-5	-18
Cc1ccccc1OCCn1nc(C(=O)O)c2ccccc2c1=O	nt	4	nt	nt	-13	29	1	nt
COc1cccc(C2N(c3ccccn3)C(=O)C3CCCN32)c1OC (stereo not drawn)	-7	5	4	nt	19	-3	8	nt
COc1cccc(-c2nc3ccccc3c(=O)o2)c1	nt	-1	nt	nt	-3	4	-5	nt
COc1ccc(S(=O)(=O)N(CC(=O)NCc2ccco2)c2ccc(C)cc2)cc1OC	1	2	2	0	nt	4	-1	-11
CCOCCCNC(=S)NCCCNc1nc2c(C)cc(C)cc2cc1C#N	5	nt	nt	21	nt	nt	-10	-8
O=C(CNC(=O)c1ccc(F)cc1)NCc1ccc(S(=O)(=O)N2CCOCC2)cc1	-14	nt	nt	2	nt	nt	-3	-24
CC1CN(S(=O)(=O)c2ccc(C(=O)Nc3nccs3)cc2)CC(C)O1 (stereo not drawn)	10	nt	nt	-7	6	4	9	-9
CC(C)NC(=O)N(C)C[C@@H]1Oc2ccc(NC(=O)Nc3ccc4c(c3)OCO4)cc2C(=O)N([C@H](C)CO)C[C@@H]1C	nt	-3	4	-2	-2	-15	-3	2
Cc1cc([N+](=O)[O-])ccc1NC1CCCC1	27	-2	-15	-25	3	nt	2	-7
COc1ccc(CN2C(=O)C(CC(C)C)Nc3ncnc(N4CCN(c5ccccc5)CC4)c32)cc1 (stereo not drawn)	13&19	2&-1	-1&-2	1&-9	-19&-23	17&8	-7	-1&18
O=S(=O)(c1cccc(S(=O)(=O)N2CCN(c3ncccn3)CC2)c1)N1CCOCC1	nt	1	-8	nt	5	4	nt	nt
Cc1nn(CC(C)C)c(Cl)c1C(=O)N(c1ccc(Cl)cc1F)S(C)(=O)=O	17	-2	2	-15	nt	2	3	-10
COc1cccc(CN(C)C(=O)Nc2cccc(C(F)(F)F)c2)c1OC	-15	3	-1	3	11	nt	nt	2
O=C(N/N=C/c1coc2ccccc2c1=O)c1cn(-c2ccccc2)nc1-c1ccccc1	-7	3	6	-3	3	nt	-4	5
C[C@@H]1CN([C@H](C)CO)C(=O)c2cc(Br)cnc2O[C@@H]1CN(C)C(=O)Cc1ccccc1	-12	1&-3	4&0	0&-8	-2	-1&8	-4	-8&22
COc1ccc(S(=O)(=O)N(C)C[C@H]2OCCCC[C@@H](C)Oc3ccc(NC(=O)Nc4ccc(F)cc4)cc3C(=O)N([C@H](C)CO)C[C@@H]2C)cc1	3	-2	1	-9	16	-22	-7	-1
CCOP(=O)(OCC)C(Nc1cccc(C)c1)c1ccc(F)cc1 (stereo not drawn)	-9	nt	nt	-6	nt	nt	-2	13
O=C(C(=O)N(Cc1ccccc1)Cc1ccccc1)c1c(-c2ccccc2)[nH]c2ccccc12	88*	0	-2	2	-2	-7	7	11
C[C@H](CO)N1C[C@H](C)[C@H](CN(C)C(=O)CN(C)C)Oc2ncc(-c3ccc(C(=O)N(C)C)cc3)cc2C1=O	nt	3	1	18	13	15	2	9
COc1cc(C(=O)NCc2nnc(SCC(=O)N3CCCCC3)o2)cc(OC)c1OC	-4	1	0	nt	-11	8	3	nt
COCCN(CC(=O)NCc1ccccc1)C(=O)CCC(=O)Nc1nccs1	nt	0	3	-8	15	5	-5	8
Cc1ccc(C(=O)N/N=C/C=C/c2ccccc2)o1	-9	nt	nt	14	-3	nt	-5	13
Cc1ccc(S(=O)(=O)Nc2cccc3c2O[C@H](CN(C)C(=O)Nc2ccc4c(c2)OCO4)[C@@H](C)CN([C@@H](C)CO)C3=O)cc1	nt	-11	-3	6	14	-36	7	4
Nc1nccnc1C(=O)OCC(=O)NC1CCCc2ccccc21 (stereo not drawn)	-10	-1	-2	17	nt	2	nt	3
CCc1nnc(NC(=O)C2CCN(c3cnccn3)CC2)s1	9	0	2	nt	2	7	-6	nt
Cc1c(C(=O)NCc2cccnc2)oc2ccccc12	nt	1	6	nt	nt	-1	-2	nt
CCCC(NC(=O)COc1cc2c(c3oc(=O)c(C)c(C)c13)CCC(C)(C)O2)C(=O)O (stereo not drawn)	0	-3	3	7	-1	8	3	1
O=C1NCCCCC1NC1CC(=O)N(c2ccccc2)C1=O (stereo not drawn)	nt	0	-4	15	1	5	0	1
C[C@H]1CN([C@@H](C)CO)S(=O)(=O)c2ccc(-c3ccccc3)cc2O[C@H]1CN(C)Cc1ccncc1	nt	4	2	-25	6	-71	0	2
CC(Oc1ccc(F)cc1)C(=O)Nc1cc(C(F)(F)F)ccc1-n1cncn1 (stereo not drawn)	3	nt	nt	-17	nt	nt	-6	-10
Cc1cc(SCC(=O)N(CC(C)C)c2c(N)n(CC(C)C)c(=O)[nH]c2=O)nc2ccccc12	-5	-1	-1	-8	9	-6	18	-2
CCOc1ccc(Br)cc1C(=O)N/N=C/c1ccccn1	2	2	0	29	1	1	0	10
CCCCCc1cc(=O)oc2c(C(CCN3CCCC(C)C3)c3ccc(N(C)C)cc3)c(OC)cc(OC)c12 (stereo not drawn)	nt	2	-4	nt	-1	9	41	nt
COc1ccnc(CN(C)C(=O)C2CCC(=O)N(CCN(C)C)C2)c1 (stereo not drawn)	-4	14	-2	0	11	7	8	8
O=C(O)C(C(O)c1ccccc1)[n+]1ccccc1 (stereo not drawn)	-9	1	1	12	nt	-5	-8	23
O=C(C[C@H]1CC[C@@H](NC(=O)C2CC2)[C@H](CO)O1)NCCCN1CCOCC1	-6	12	-3	-11	-4	-3	-1	3
CN(C)C(=O)C[C@@H]1CC[C@@H]2[C@H](COC[C@H](O)CN2C(=O)C2CCCC2)O1	-5	-1	2	8	4	-7	-13	-8
CCOC(=O)CSc1ccc(C(=O)Nc2ccc(Cl)cc2)cn1	13	nt	nt	-6	1	nt	-8	-56
COc1ccc(N(C(=O)c2ccco2)C(C(=O)NC2CCCC2)c2ccc(N3CCOCC3)cc2)c(OC)c1 (stereo not drawn)	1	0	-3	-13	nt	-6	2	-5
COc1ccc(CN(C)C[C@H]2OCCCC[C@H](C)Oc3ccc(NC(=O)CCC(F)(F)F)cc3C(=O)N([C@@H](C)CO)C[C@H]2C)cc1	-5	-2	-1	-18	-1	nt	-7	11
CC(=O)Nc1cccc(/C(C)=N/NC(=O)c2ccc3c(c2)OCO3)c1	-86	nt	nt	-13	3	nt	5	13
C=CCn1c(COc2ccccc2OC)nc2ccccc21	-27	15	-2	nt	0	-1	2	-8
S=C(NCc1ccco1)Nc1ccccc1	2	nt	nt	2	11	nt	-2	-20
CC(=O)c1cccc(NC(=O)C(C)OC(=O)c2ccc3ncsc3c2)c1 (stereo not drawn)	2	-1	1	4	-2	3	-2	16
CCO[C@H]1OC(C(=O)NCc2nc3ccccc3[nH]2)=C[C@@H](c2ccc3c(c2)OCO3)[C@@H]1CCCO	-15	8	-2	-6	-3	9	29	4
CN(C(=O)c1cccc(NC(=O)Cc2ccc(NC(=O)C3CCCN(C(=O)C4CCCCC4)C3)cc2)c1)C1CCCCC1 (stereo not drawn)	7	3	-3	-13	-6	-7	1	0
O=C(c1cccs1)n1nc(-c2ccccc2)nc1NCc1ccc(F)cc1	nt	nt	nt	-29	6	23	-16	nt
CO[C@H]1CN(C)C(=O)c2cc(NC(=O)NC3CCCCC3)ccc2OC[C@@H](C)NC[C@@H]1C	4	-1	0	8	nt	-2	-8	-7
O=c1c2ccccc2nc(COc2ccccc2)n1/N=C/c1cc([N+](=O)[O-])ccc1O	13	1	5	-16	11	nt	30	24
C[C@H](CO)N1C[C@H](C)[C@H](CN(C)Cc2cccc(C(F)(F)F)c2)Oc2ncccc2C1=O	3	nt	nt	30	8	-3	nt	-20
CC1(C)NS(=O)(=O)Oc2ccccc21	-15	1	2	-3	-15	-8	7	3
O=C(Cc1ccccc1)NC1CCCCC1	nt	1	3	8	-5	4	nt	3
COc1ccc(S(=O)(=O)N(C)C[C@@H]2Oc3ccc(NC(=O)Cc4ccccc4)cc3C(=O)N([C@@H](C)CO)C[C@@H]2C)cc1	16	0	6	-23	-5	-21	-1	-2
Cc1cccc(-c2noc(CCCOc3ccc(Cl)cc3Cl)n2)c1	-5	1	3	nt	-2	-4	-4	nt
Later entries
SMILES	PAX8 reporter	Cneo AK release	PglD inh	GSIS activator	PGC1a acetyl inh	Statin myotox sup	ARNT TACC3 PPI	LGR2 antag
COc1ccccc1N1CCN(C(=O)N2CCOCC2)CC1	11	0	4	3	5	6	-5	-2
CC(=O)N1c2ccccc2[C@@H](C)[C@@H]1C	-7	11	6	nt	nt	6	-3	16
CCCNC(=O)[C@H]1[C@H](CO)[C@H]2Cn3c(ccc(/C=C/c4ccccc4)c3=O)[C@@H]1N2C(C)=O	5	14	1	20	nt	9	-7	-17
CCOC(=O)C1CCCN(C(=O)c2ccccc2OC(F)(F)F)CC1 (stereo not drawn)	9	0	-1	24	nt	-1	nt	-2
CC(=O)C1=C(O)C(=O)N(CCc2ccccc2)C1c1ccccc1[N+](=O)[O-] (stereo not drawn)	122*	nt	nt	6	nt	nt	-6	-6
CCn1c(SCC(=O)NC(C)(C)C)nnc1-c1ccoc1C	8	-1	1	nt	-10	-7	-3	nt
Cc1ccc(S(=O)(=O)CC(=O)c2ccc(C(C)(C)C)cc2)cc1	nt	5	0	nt	-12	2	40	nt
Nc1nc(COc2ccccc2C=O)nc(Nc2ccccc2)n1	-59	nt	nt	1	nt	nt	-1	-25
O=C1N2CCSC2=NC1(Nc1ccccn1)C(F)(F)F (stereo not drawn)	nt	2	4	nt	-24	-3	17	nt
CC1CCN(c2ccc(C(=O)O)cc2NS(=O)(=O)c2ccc(Br)cc2)CC1	13	-1	-8	-3	-1	nt	22	8
CCC(=O)c1ccc(OCC(=O)OC(C)C(=O)N2CCc3ccccc32)cc1 (stereo not drawn)	8	nt	nt	1	nt	nt	-4	-21
COc1ccc(NC(=O)N(C)C[C@@H]2OCCCC[C@@H](C)Oc3ccc(NS(=O)(=O)c4ccc(F)cc4)cc3C(=O)N([C@H](C)CO)C[C@H]2C)cc1	6	-3	0	2	-2	nt	-1	5

3 entries from above, ordered by length of the SMILES, largest number first:
SMILES	PAX8 reporter	Cneo AK release	PglD inh	GSIS activator	PGC1a acetyl inh	Statin myotox sup	ARNT TACC3 PPI	LGR2 antag
CCC(=O)c1ccc(OCC(=O)OC(C)C(=O)N2CCc3ccccc32)cc1 (stereo not drawn)	8	nt	nt	1	nt	nt	-4	-21
O=C1N2CCSC2=NC1(Nc1ccccn1)C(F)(F)F (stereo not drawn)	nt	2	4	nt	-24	-3	17	nt
CC(=O)N1c2ccccc2[C@@H](C)[C@@H]1C	-7	11	6	nt	nt	6	-3	16

The order is random. Share with any hit: about 2.9%.
